# Screening data: PubChem BioAssay, NCI
# mlh1 rad18: NCI yeast anticancer drug screen, S. cerevisiae mlh1 rad18 strain. growth inhibition, % at 50 µM. actives 11% (n = 79,000);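 note: 0% = growth of vehicle-only cultures of the same strain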
#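 Yeast w/ defined DNA-repair lesions; compound exposure; growth vs vehicle controls → % inhibition.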
# rad50: NCI yeast anticancer drug screen, S. cerevisiae rad50 strain; % growth inhibition at 50 µM; actives 10% (n = 79,000); AID 155;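 note: 0% = growth of vehicle-only cultures of the same strain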
#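 Vehicle-treated cultures provide the reference for the growth inhibition reported for compound-exposed, repair-deficient yeast.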
# mec2-1: NCI yeast anticancer drug screen, S. cerevisiae mec2-1 strain. % growth inhibition at 50 µM. actives 9% (n = 79,000). AID 157;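 note: 0% = growth of vehicle-only cultures of the same strain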
#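 Cells of the genetically defined mec2-1 yeast strain are incubated with test compound. Inhibition of growth is calculated against vehicle-treated controls.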
# yeast cln2 rad14: NCI yeast anticancer drug screen, S. cerevisiae cln2 rad14 strain; % growth inhibition at 50 µM; actives 8.3% (n = 78,000);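 note: 0% = growth of vehicle-only cultures of the same strain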
#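 Growth inhibition, relative to vehicle-treated controls, is the read-out. The test organism is a yeast strain with defined genetic alterations, cln2 rad14.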
# yeast sgs1 mgt1: NCI yeast anticancer drug screen, S. cerevisiae sgs1 mgt1 strain; actives 10% (n = 78,000); growth inhibition, % at 50 µM; AID 161;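 note: 0% = growth of vehicle-only cultures of the same strain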
#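 Yeast cells carrying a defined DNA-repair defect were exposed to test compounds. Growth inhibition was measured relative to vehicle-treated controls.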
# bub3: NCI yeast anticancer drug screen, S. cerevisiae bub3 mutant strain; growth inhibition, % at 50 µM; actives 9.9% (n = 78,000);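 note: 0% = growth of vehicle-only cultures of the same strain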
#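 Growth of a checkpoint-deficient yeast mutant is measured after compound exposure. Values represent inhibition relative to vehicle.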
# * marks the source's active call; other numbers are inactive results. Cut-off read from the data, not from the text of the source: active = growth inhibition above about 70%; inactive = the rest.
No.	canonical_smiles	mlh1 rad18	rad50	mec2-1	yeast cln2 rad14	yeast sgs1 mgt1	bub3
1	S=P([S][Sn]([S]P(=S)(c1ccccc1)c1ccccc1)([c]1ccccc1)[c]1ccccc1)(c1ccccc1)c1ccccc1	77.8*	34.9	19.6	89.9*	91.9*	89.2*
2	Oc1c(Cl)cc(Cl)cc1C=Nc1cc(C(F)(F)F)ccc1N1CCc2ccccc2C1	39.6	53.5	0.2	14.4	50.0	42.8
3	COc1nc(N)nc2c1ncn2C1OC(CO)CC1O (stereo not given)	25.8	13.4	-3.2	10.9	-3.5	0.6
4	COc1cccc(C(=O)Nc2c3ccccc3nc3ccccc23)c1OC	-2.8	2.8	-4.2	-19.1	-7.3	-12.4
5	NS(=O)(=O)c1ccc(N=Cc2ccccc2)cc1	10.1	0.4	-1.4	5.5	12.6	15.2
6	COC(=O)C1CCC=C2C1CC1CC2C1(C)C (stereo not given)	1.7	9.9	7.5	-7.2	-5.0	-3.5
7	Nc1ncnc2c1ncn2C1OC(CSC(F)(F)F)C(O)C1O (stereo not given)	9.8	3.0	4.8	17.1	20.2	2.4
8	CCN(CC)c1ccc(C=O)cc1	-11.1	6.8	-11.1	-6.4	-36.5	13.2
9	COc1cc(C2c3cc4c(cc3[C@@H](Nc3cccc(O)c3)C3COC(=O)[C@H]23)OCO4)cc(OC)c1O (stereo not given in full)	87.0*	85.0*	90.7*	88.8*	88.5*	87.7*
10	Cc1cc(N)c(C)c2c1[nH]c1ccc(Br)cc12	38.5	54.1	42.1	17.7	77.2*	87.2*
11	CCc1ccc2c(c1)CCC(=O)O2	-7.7	0.5	-15.2	-23.7	-4.8	-13.9
12	CC1CN(CNC(=O)NCN2CC(C)OC(C)C2)CC(C)O1 (stereo not given)	-0.8	15.7	-3.7	11.9	24.8	0.9
13	NC(Cc1ccccc1)C(=O)NCC(=O)O (stereo not given)	-12.3	-7.5	8.7	-26.4	-6.3	-11.7
14	O=[N+]([O-])c1ccccc1C=NC12CC3CC(CC(C3)C1)C2	3.5	15.0	-9.2	-49.2	9.9	-15.3
15	Cc1ccc(N=Nc2c(N)ccc3ccccc23)cc1	86.5*	90.5*	87.2*	84.2*	89.6*	87.0*
16	c1ccc(CCCCc2ccncc2)cc1	88.5*	87.3*	46.2	63.6	94.0*	93.5*

# In the list so far, 5 have nitrogen in an aromatic ring.
No.	canonical_smiles	mlh1 rad18	rad50	mec2-1	yeast cln2 rad14	yeast sgs1 mgt1	bub3
3	COc1nc(N)nc2c1ncn2C1OC(CO)CC1O (stereo not given)	25.8	13.4	-3.2	10.9	-3.5	0.6
4	COc1cccc(C(=O)Nc2c3ccccc3nc3ccccc23)c1OC	-2.8	2.8	-4.2	-19.1	-7.3	-12.4
7	Nc1ncnc2c1ncn2C1OC(CSC(F)(F)F)C(O)C1O (stereo not given)	9.8	3.0	4.8	17.1	20.2	2.4
10	Cc1cc(N)c(C)c2c1[nH]c1ccc(Br)cc12	38.5	54.1	42.1	17.7	77.2*	87.2*
16	c1ccc(CCCCc2ccncc2)cc1	88.5*	87.3*	46.2	63.6	94.0*	93.5*

# Further structures follow.
No.	canonical_smiles	mlh1 rad18	rad50	mec2-1	yeast cln2 rad14	yeast sgs1 mgt1	bub3
17	CCOC(=O)Nn1c(C)nnc1CC#N	18.7	-3.0	-2.4	-16.8	-8.1	0.7
18	COc1ccccc1C(=O)N/N=C/c1ccncc1	9.8	-2.9	24.5	-5.7	5.7	20.2
19	Nc1c(S(=O)(=O)O)cc(Br)c2c1C(=O)c1ccccc1C2=O	56.4	54.5	15.8	38.0	38.7	45.8
20	COC(=O)/C(=C(\C)NC(C)=O)c1c(C(=O)OC)[nH]c2ccccc12	-111.0	-6.8	-12.5	4.2	-9.2	-3.0
21	COC(=O)C1(Cc2ccccc2)Cc2cc3c(cc2C1=O)CCC3 (stereo not given)	-7.7	20.9	3.8	2.2	8.5	34.8
22	C=C1C(=O)OC2CC3(C)C(CCC(C)=O)C3CC12 (stereo not given)	-3.4	25.6	20.2	47.1	6.7	0.3
23	CCCC(=O)OC(C)COc1ccccc1 (stereo not given)	22.4	31.4	5.8	-21.4	21.3	13.4
24	Cc1cc(C)c(-c2c(C)cc(C)c(C(=O)c3ccc([N+](=O)[O-])cc3)c2C)c(C)c1C(=O)c1ccc([N+](=O)[O-])cc1	8.8	25.7	2.9	9.2	11.8	3.2
25	CCOC(=O)C(C)c1nc2cc(F)c(F)cc2[nH]c1=O (stereo not given)	-19.4	-5.5	26.5	2.6	9.0	4.1
26	O=[N+]([O-])c1ccccc1OC1OC(CO)C(O)C(O)C1O (stereo not given)	7.2	-2.4	-5.6	-33.8	14.2	-14.8
27	COc1ccc(/C=C/CC2Cc3cc4c(cc3OC2c2ccc(OC)cc2)OCO4)cc1 (stereo not given)	21.8	1.9	4.8	-6.7	-15.3	0.6
28	Cc1ccnc(Nc2nc3ccccc3[nH]2)n1	8.8	7.1	-10.9	14.1	4.5	8.6
29	CSc1nnc(CCC(=O)Nc2ccc(Cl)cc2Cl)o1	-10.2	0.8	12.5	10.3	10.9	14.4
30	CCN(CC)c1ccc(N=C2C=C(C(=O)Nc3cccc(Cl)c3)C(=O)c3ccccc32)c(C)c1	-27.2	-17.9	-7.0	38.4	-9.2	-4.3
31	C[C@@H]1C[C@@H]2OC(=O)[C@]3(C)[C@H]2[C@@H](OC3(C)O)[C@]2(C)C(=O)C=C[C@@H]12 (stereo not given in full)	-35.5	-27.6	-45.6	-12.7	-40.4	-48.6
32	O=CNc1ccc(-c2ccc(NC=O)cc2)cc1	-6.4	27.6	4.5	13.1	7.8	-12.8
33	C/C(=N/O)c1ccncc1	-6.9	1.1	-3.0	11.2	1.6	16.1
34	CC[N+](C)(CC)CCO	5.0	13.7	-3.8	10.7	4.4	2.9
35	CCC(C(N)=O)C1=CCCCC1 (stereo not given)	-9.8	0.9	-26.8	7.5	-2.5	-9.5
36	COc1ccc(OC)c(/C=C/c2ccccc2)c1	-14.9	0.5	-29.1	-24.8	8.2	1.6
37	CCCCCCCCCCCCCCCCCC(=O)O[C@H]1CC[C@@]2(C)C(=CC[C@H]3[C@@H]4CC[C@H]([C@H](C)CCCC(C)C)[C@@]4(C)CC[C@@H]32)C1	-28.2	-28.8	-27.7	3.3	-15.7	-20.1
38	O=CC1(c2ccc(Cl)cc2)NC(=O)NC1=O (stereo not given)	3.4	3.5	-1.7	83.0*	-9.4	-10.3
39	CCOC(=O)C(Cc1ccc(Cl)cc1)(NC(C)=O)C(=O)OCC	-10.4	-1.2	-13.6	-23.9	-4.2	14.4
40	O=C1C=C(O)CN1C(=O)c1ccc(Cl)cc1	6.4	7.5	6.3	25.7	-32.9	34.4
41	Cc1ccc(NC(=O)Oc2ccc(Br)cc2Br)c([N+](=O)[O-])c1	-6.9	9.3	-1.5	11.2	13.7	4.5
42	O=C(CCC1CCCCC1)OC1CCCC1	24.3	12.0	-4.5	-5.1	-2.7	-2.3
43	O=c1[nH]cc(NS(=O)(=O)c2ccccc2)c(=O)[nH]1	27.1	23.1	6.0	13.2	44.4	8.3
44	CN(C)c1ccc(S(=O)c2ccc(N(C)C)cc2)cc1	-35.0	-30.4	-27.9	-4.8	-44.9	-48.4
45	C/C(=N\N(C)/C=N/S(C)(=O)=O)c1ccccc1	-3.2	7.8	9.5	74.5*	24.5	-2.9
46	O=C(Nc1nccs1)Nc1ccccc1Cl	-5.2	10.9	-0.1	-2.8	-2.2	5.7
47	CC1/C=C/C=C/CC/C=C/C=C/C=C/C=C/C(OC2OC(C)C(O)C(N)C2O)CC2OC(CC(O)C(O)CCC(O)CC(O)CC(O)CC(=O)OC(C)C(C)C1O)CC(O)C2C(=O)O (stereo not given)	98.5*	99.3*	99.3*	99.1*	99.2*	99.2*
48	COc1ccc2nccc(/C=C/CC3CCN(C(C)=O)CC3)c2c1	74.8*	31.8	29.4	45.6	88.2*	31.6

# Entries from the list above that have fluorine (three):
No.	canonical_smiles	mlh1 rad18	rad50	mec2-1	yeast cln2 rad14	yeast sgs1 mgt1	bub3
2	Oc1c(Cl)cc(Cl)cc1C=Nc1cc(C(F)(F)F)ccc1N1CCc2ccccc2C1	39.6	53.5	0.2	14.4	50.0	42.8
7	Nc1ncnc2c1ncn2C1OC(CSC(F)(F)F)C(O)C1O (stereo not given)	9.8	3.0	4.8	17.1	20.2	2.4
25	CCOC(=O)C(C)c1nc2cc(F)c(F)cc2[nH]c1=O (stereo not given)	-19.4	-5.5	26.5	2.6	9.0	4.1

# Continuation.
No.	canonical_smiles	mlh1 rad18	rad50	mec2-1	yeast cln2 rad14	yeast sgs1 mgt1	bub3
49	S=c1c2[nH]cnc2ncn1CCSC1=NC=NC2=NC=NC21 (stereo not given)	-8.6	27.8	-23.6	-22.8	-26.9	-55.0
50	CC(=O)Nc1ccc(/C=C/C(=O)c2ccccc2)cc1	23.6	38.4	8.1	11.0	11.2	24.7
51	Cc1cc2nc(Oc3ccccc3)nc(=O)n2o1	-9.2	2.3	0.4	-2.0	6.7	11.8
52	N/C(CCOCC/C(N)=N\O)=N/O	6.5	16.8	25.4	-1.9	-22.4	-2.3
53	Cc1ccc(-c2cc(C(=O)O)c3cc(F)ccc3n2)cc1	23.0	6.8	-13.0	23.9	2.3	8.8
54	O=C(O)c1c(-c2ccccc2)c(=O)[nH]c2ccccc12	11.1	-6.8	4.0	17.1	-36.8	13.2
55	O=Nc1c(O)c(S(=O)(=O)O)cc2cc(S(=O)(=O)O)ccc12	11.2	24.9	-1.8	17.9	51.1	37.6
56	Cc1cc(C)nc(/C=C(\NC(=O)c2ccccc2)c2ccccc2)c1	50.4	27.3	15.7	-0.6	67.8	29.2
57	c1ccc(COc2cccc3ccccc23)cc1	-11.2	13.8	6.0	-19.2	5.7	9.9
58	N#CC(C#N)=C(C#N)Nc1ccc(F)cc1	-0.4	1.0	-10.4	-6.5	-16.6	-13.4
59	CCCCNc1cccc2ccccc12	27.6	50.2	23.1	-43.5	-10.2	2.5
60	N#Cc1ccc(Oc2cccc(Oc3ccccc3)c2)cc1C#N	-23.6	-19.9	-30.6	-25.2	-20.3	6.6
61	CC1=CC(=N/O)/C=CC/1=C(\C#N)c1ccccc1	98.7*	99.2*	99.4*	99.3*	99.4*	99.4*
62	CCN(CC)CCCC(C)NCC1C(O)CCC2CN3CCc4c([nH]c5ccccc45)C3CC21 (stereo not given)	25.1	23.8	9.4	23.6	25.2	18.6
63	Cc1ccc(/C(C#N)=C/c2ccccc2)cc1	9.7	32.8	26.4	19.6	21.0	18.8
64	NNC(=O)C(=O)N/N=C(\CCC(=O)Nc1ccc(Cl)cc1)Cc1nc2ccccc2s1	36.2	28.2	28.2	9.7	30.4	12.3
65	COc1cc2ccc3c4ccccc4cnc3c2cc1OC	13.2	8.1	5.4	18.2	0.0	13.7
66	O=C(O)c1ccc(F)cc1C(=O)O	1.4	5.5	6.0	5.2	4.8	3.2
67	COc1ccc([N+](=O)[O-])cc1NC(=O)c1ccc(Cl)cc1	34.8	12.0	29.7	16.9	35.6	28.0
68	Cc1cc(Cl)ccc1C(=O)c1ccc2ccccc2c1C(=O)O	78.8*	84.0*	82.5*	83.5*	78.0*	82.4*
69	O=C(CCc1cc(O)ccc1O)OCCc1ccccc1	91.5*	30.9	71.2*	85.3*	91.6*	88.4*
70	NC(=O)c1ccccc1O	15.2	13.5	5.2	6.2	11.4	0.6
71	CC(C)N(Cc1ccccc1)S(=O)(=O)c1n[nH]c(C(C)(C)C)n1	-0.8	3.2	-27.1	-5.8	-3.6	-6.8
72	CC(C)CC(C(=O)SCC(C)N1CCCC1)c1ccccc1 (stereo not given)	59.2	48.0	36.1	71.4*	49.6	51.8
73	CCOC(=O)CN1C(=O)CCC1=O	-6.0	-6.6	2.5	-3.5	-1.2	1.4
74	CNC1=C2NC(=O)/C(C)=C\C=C\C(C)C(O)C(C)C(O)C(C)C(OC(C)=O)C(C)C(OC)/C=C/OC3(C)Oc4c(C)c(O)c(c(c4C3=O)C1=O)C2=O (stereo not given)	56.5	52.3	52.8	49.0	45.7	52.0
75	CNC(=O)N(Cl)c1ccc(Cl)cc1	-0.2	5.5	12.9	-26.6	1.9	7.5
76	Cn1c(=O)c2[nH]c(SCc3cccnc3)nc2n(C)c1=O	-10.6	-4.3	-11.1	-44.9	6.8	4.7
77	Cc1ccc(/C=N/NC(N)=S)c(C)c1	16.6	8.5	-25.4	-30.9	17.3	7.2
78	N#Cc1ccccc1NC(=O)C(=O)C1NC(=S)NC1=O (stereo not given)	18.1	15.4	-1.8	13.6	26.0	-3.2
79	CN1N(c2ccccc2)C(=O)C2=NC=C(C(=O)c3ccccc3)C(=N)C21C (stereo not given)	16.8	6.2	-1.6	19.9	22.1	7.7
80	O=C(O)Cn1ccc(=O)c2cc([N+](=O)[O-])ccc21	-49.0	41.0	15.4	12.7	-11.1	24.9
81	CC(=O)OCCCCCCCCCCCCCCO	4.2	50.0	-15.1	-33.1	-1.2	43.0
